Tat transport: E. coli Tat transport inhibition | E. coli MC4100 TorA-mCherry Tat export, fluorescence | inhibition, % at 10 µM | hit rate 0.036% among 340,000 | AID 488895;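 active means mean replicate inhibition at least 50% and at least half of replicates individually reaching 50%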;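 further: exported cargo escapes ClpAP degradation while cytoplasmic cargo is degraded and loses fluorescence; 0% = median of neutral control wells and 100% = median of NaSCN control wells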
RTF Ca sens act: cardiac RTF calcium sensitization; IANBD-labeled TnC RTF fluorescence at EC20 calcium; 0% EC20 calcium, 100% full calcium; activation, % at 7.2 µM; AID 493008; hit rate 0.24% among 340,000;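 active means activation above the mean over all tested compounds plus 3 SD, cut at about 30% in these data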;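 further: rise in fluorescence read as greater calcium sensitivity of cardiac thin filaments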
Rtt109 HAT inh: C. albicans Rtt109 histone acetyltransferase inhibition. inhibition, % at 34.9 µM. purified Rtt109/Vps75, ThioGlo CoA-SH fluorescence, 4 h. AID 540336. hit rate 0.16% among 330,000;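 active means inhibition of at least 50% in every replicate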
Target sequence (Q5AAJ8 whole entry, looked up): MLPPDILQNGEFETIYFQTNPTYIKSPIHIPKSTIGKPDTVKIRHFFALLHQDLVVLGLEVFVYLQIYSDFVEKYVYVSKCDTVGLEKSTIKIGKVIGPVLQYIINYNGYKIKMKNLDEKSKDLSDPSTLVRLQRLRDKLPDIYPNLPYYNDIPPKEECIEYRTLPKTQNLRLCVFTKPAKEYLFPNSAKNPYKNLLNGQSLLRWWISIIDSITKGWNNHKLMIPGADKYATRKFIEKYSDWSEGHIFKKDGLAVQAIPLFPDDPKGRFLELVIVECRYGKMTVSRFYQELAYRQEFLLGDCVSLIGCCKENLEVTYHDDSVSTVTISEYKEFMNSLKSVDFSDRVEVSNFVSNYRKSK
V-ATPase pH: alters yeast V-ATPase proton transport. S. cerevisiae, pHLuorin cytosolic pH fluorescence. response, % at 10 µM. hit rate 0.37% among 350,000. AID 504577; in the data active means response mostly above about 7.3%, no sharp cut-off; inactive means mostly below about 5.4%; further: actives read high; inactives centre near 0; some compounds called inactive have numbers as strong as hits
Wnt bcat act: activates Wnt/beta-catenin signaling in a reporter cell assay; activator, plate reader; activation, % at 9.35 µM; hit rate 1.2% among 300,000; in the data active means activation above about 30%, passing the limit was not always enough;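 further: 0% = neutral control wells and 100% = positive control wells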
MITF act: activators of MITF-driven TRPM1 promoter activity in SK-MEL-5 cells. SK-MEL-5 TRPM1-promoter luciferase, 24 h; % of positive control, neutral wells = 0. activation, % at 12.5 µM. hit rate 0.75% among 300,000;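 active means mean activation of at least 80% with every replicate also reaching 80%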;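 further: 0% = neutral control wells and 100% = parthenolide positive control wells; values of inactives mirror those of a sister screen read the other way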
CAL PDZ FP-1: CAL PDZ (human) peptide binding inhibition; Q9HD26; purified CAL PDZ, TMR-peptide fluorescence polarization, 1 h; inhibition, % at 24.9 µM; hit rate 0.92% among 300,000; AID 602252;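 active means mean inhibition of at least 30% with at least half of replicates also reaching 30%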;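 further: 0% = DMSO neutral control and 100% = excess unlabeled competitor peptide PRC23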
CDK5 p35 inh: CDK5/p35 (human) kinase inhibition; Q00535+Q15078; Recombinant CDK5/p35, ADP-Glo luminescence, 60 min; hit rate 0.01% among 330,000; inhibition, % at 10 µM;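 active means highest replicate inhibition of at least 50% and at least 75% of replicates reaching 50%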;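 further: plate controls were DMSO neutral control for no effect and GW8510 at 10 µM for full effect; many of its hits are not listed in these tables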
dFosB activator: activators of mouse delta FosB homodimer; hit rate 0.99% among 340,000; purified delta FosB, TAMRA-CDK5 oligo fluorescence polarization; percent of positive-control signal above neutral wells; AID 493131; P13346; activation, % at 25 µM;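 active means mean activation above about 17%, with every replicate also reaching it, limit read from the data, passing the limit was not always enough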;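 further: fluorescence polarization rise as delta FosB binds a TAMRA Cdk5 AP-1 oligo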
Target sequence (P13346 whole entry, looked up): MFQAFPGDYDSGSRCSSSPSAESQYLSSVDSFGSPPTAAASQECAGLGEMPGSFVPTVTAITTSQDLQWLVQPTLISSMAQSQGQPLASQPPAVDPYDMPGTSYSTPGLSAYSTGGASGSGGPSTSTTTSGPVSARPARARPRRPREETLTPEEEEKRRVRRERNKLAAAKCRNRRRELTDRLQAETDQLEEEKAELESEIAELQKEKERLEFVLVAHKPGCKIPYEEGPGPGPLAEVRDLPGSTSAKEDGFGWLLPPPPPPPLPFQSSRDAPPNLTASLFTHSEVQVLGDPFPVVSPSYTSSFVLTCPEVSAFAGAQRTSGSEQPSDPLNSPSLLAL
CAL PDZ FP-2: blocks peptide binding to human CAL PDZ domain | Q9HD26 | purified CAL PDZ, TMR-peptide fluorescence polarization, 1 h | inhibition, % at 20 µM | hit rate 0.02% among 330,000 | AID 504414;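 active means highest replicate inhibition of at least 40%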;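 further: plate controls were DMSO neutral control wells for no effect and unlabeled competitor peptide control wells for full effect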
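Test system: tagged CAL PDZ domain / Buffer or medium: sodium phosphate/NaCl buffer pH 7.4 with TCEP, IgG, Thesit / Reagent: TMR-labelled reporter peptide T*-PRC34 bound in PDZ groove / Compound dosing: single point, 20 µM / Schedule: 1 h incubation at room temperature before polarization reading / Technique: fluorescence polarization (mP) / Benchmarks: unlabelled peptide, DMSO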
* marks the source's active call; other numbers are inactive results.

How did CC1CN(S(=O)(=O)c2ccc(C(=O)Nc3ccc(S(=O)(=O)N4CCOCC4)cc3)cc2)CC(C)O1 (stereo not given) do in these assays?
Tat transport: -8; RTF Ca sens act: 1; Rtt109 HAT inh: -6; V-ATPase pH: 1; Wnt bcat act: -1; MITF act: -15; CAL PDZ FP-1: -5; CDK5 p35 inh: -1.0; dFosB activator: -3; CAL PDZ FP-2: -0.6

How did CN(C)CCN1C(=O)NC(C)(c2ccc([N+](=O)[O-])cc2)C1=O (stereo not given) do in these assays?
Tat transport: -14; RTF Ca sens act: 4; Rtt109 HAT inh: -1; V-ATPase pH: -1; Wnt bcat act: -2; MITF act: 7; CDK5 p35 inh: -0.5; dFosB activator: 7; CAL PDZ FP-2: -0.9

How did Cc1ccc(C)c(N(CC(=O)NC2CCCC2)C(=O)c2cc3cc4cccc(C)c4nc3s2)c1 do in these assays?
Tat transport: 3; RTF Ca sens act: 1; Rtt109 HAT inh: -1; V-ATPase pH: -2; Wnt bcat act: -7; MITF act: -3; CAL PDZ FP-1: 0; CDK5 p35 inh: -1.1; dFosB activator: -11; CAL PDZ FP-2: -1.8

What do the screens show for `Fc1cccc(CN2CCCCCCC2)c1`?
Tat transport: 10; RTF Ca sens act: 7; Rtt109 HAT inh: 2; V-ATPase pH: -3; MITF act: 0; CDK5 p35 inh: 1.1; dFosB activator: -3; CAL PDZ FP-2: -0.4

What do the screens show for `COCC(=O)N1CCC(n2nccc2NC(=O)c2ccccc2OC)CC1`?
Tat transport: 2; RTF Ca sens act: 2; Rtt109 HAT inh: 4; V-ATPase pH: 0; Wnt bcat act: 4; MITF act: 1; CAL PDZ FP-1: -2; CDK5 p35 inh: -0.7; dFosB activator: 1; CAL PDZ FP-2: -2.1

Results for Cc1cc(NC(=O)COc2ccccc2C)no1 ?
Tat transport: -7; RTF Ca sens act: -4; Rtt109 HAT inh: 2; V-ATPase pH: -4; Wnt bcat act: 12; MITF act: 95*; CAL PDZ FP-1: 7; CDK5 p35 inh: -0.3; dFosB activator: 5; CAL PDZ FP-2: -0.7

How did COc1ccc(-n2cnc3cc(C(=O)N4CCOCC4)ccc32)cc1 do in these assays?
Tat transport: -2; RTF Ca sens act: -4; Rtt109 HAT inh: 2; V-ATPase pH: -5; Wnt bcat act: 5; MITF act: 27; CAL PDZ FP-1: 3; CDK5 p35 inh: -0.8; dFosB activator: -12; CAL PDZ FP-2: -0.9

How did COc1ccc(S(=O)(=O)N2CCN(Cc3ccco3)CC2)cc1 do in these assays?
Tat transport: 0; RTF Ca sens act: -2; Rtt109 HAT inh: -3; V-ATPase pH: 4; Wnt bcat act: -1; MITF act: -3; CAL PDZ FP-1: -3; CDK5 p35 inh: 0.4; dFosB activator: -5; CAL PDZ FP-2: -1.1

How did Fc1ccc(COc2ccc(/C=N/n3cnnc3)cc2)cc1 do in these assays?
Tat transport: 7; RTF Ca sens act: 12; Rtt109 HAT inh: -2; V-ATPase pH: 2; CAL PDZ FP-1: -4; CDK5 p35 inh: -0.7; dFosB activator: -9; CAL PDZ FP-2: -4.6

Results for O=C1CCCN1c1ccc(S(=O)(=O)Nc2cccnc2)cc1 ?
Tat transport: 1; RTF Ca sens act: 6; Rtt109 HAT inh: 2; V-ATPase pH: 1; Wnt bcat act: -1; MITF act: -3; CAL PDZ FP-1: 7; CDK5 p35 inh: 1.2; dFosB activator: -3; CAL PDZ FP-2: -1.1

What do the screens show for `O=C(Nc1ccncc1)C1CCN(S(=O)(=O)c2cccc(C(F)(F)F)c2)CC1`?
Tat transport: 0; RTF Ca sens act: 1; Rtt109 HAT inh: 7; V-ATPase pH: -1; Wnt bcat act: 0; MITF act: -3; CDK5 p35 inh: 1.4; dFosB activator: 5; CAL PDZ FP-2: -1.1

What do the screens show for `Cc1nnc(NC(=O)C2COc3ccccc3O2)s1` (stereo not given)?
Tat transport: -6; RTF Ca sens act: 6; Rtt109 HAT inh: 4; V-ATPase pH: 1; CAL PDZ FP-1: -4; CDK5 p35 inh: 0.8; dFosB activator: -11; CAL PDZ FP-2: -2.1

How did Cc1cccc(NC(=O)COc2ccc(/C=N\n3cnnc3)cc2)c1 do in these assays?
Tat transport: -4; RTF Ca sens act: 0; Rtt109 HAT inh: 7; V-ATPase pH: -1; Wnt bcat act: -1; MITF act: 11; CAL PDZ FP-1: -1; CDK5 p35 inh: -1.5; dFosB activator: -4; CAL PDZ FP-2: -3.5

What do the screens show for `Cc1nn(-c2ccccc2)c(N)c1Sc1cccc([N+](=O)[O-])c1`?
Tat transport: -2; RTF Ca sens act: 5; Rtt109 HAT inh: -2; V-ATPase pH: 0; Wnt bcat act: 2; MITF act: 7; CAL PDZ FP-1: -2; CDK5 p35 inh: 0.8; dFosB activator: 0; CAL PDZ FP-2: -2.0

What do the screens show for `CC1=C(C(=O)Nc2ccc(C)cc2)C(c2ccco2)NC(=O)N1` (stereo not given)?
Tat transport: 5; RTF Ca sens act: 4; Rtt109 HAT inh: -12; V-ATPase pH: -1; Wnt bcat act: 3; MITF act: -9; CAL PDZ FP-1: 0; CDK5 p35 inh: -0.5; dFosB activator: 3; CAL PDZ FP-2: 0.5

How did O=C(NC1CCCCCCC1)c1ccccc1-c1ccccc1 do in these assays?
Tat transport: 0; RTF Ca sens act: -3; Rtt109 HAT inh: -5; V-ATPase pH: -2; Wnt bcat act: 2; MITF act: -1; CAL PDZ FP-1: -1; dFosB activator: 5; CAL PDZ FP-2: -0.3

Results for CCCC(=O)NC(=S)Nc1sc2c(c1C(N)=O)CCC2 ?
Tat transport: 0; RTF Ca sens act: 0; Rtt109 HAT inh: 3; V-ATPase pH: 3; Wnt bcat act: 26; MITF act: 2; CAL PDZ FP-1: -4; CDK5 p35 inh: -0.4; dFosB activator: -6; CAL PDZ FP-2: -2.3

Results for O=[N+]([O-])c1ccc(COc2ccccc2/C=N/O)cc1 ?
Tat transport: 7; RTF Ca sens act: 5; Rtt109 HAT inh: -7; V-ATPase pH: 2; Wnt bcat act: 5; MITF act: 62; CAL PDZ FP-1: -2; CDK5 p35 inh: -1.6; dFosB activator: 4; CAL PDZ FP-2: -2.6

Results for CCc1nnc(NS(=O)(=O)c2ccc(N/C=C\C(=O)c3ccc(F)cc3)cc2)s1 ?
Tat transport: -4; RTF Ca sens act: 0; Rtt109 HAT inh: 8; V-ATPase pH: -1; Wnt bcat act: -1; MITF act: 6; CAL PDZ FP-1: 4; CDK5 p35 inh: -1.1; dFosB activator: -12; CAL PDZ FP-2: -1.0

What do the screens show for `COc1ccc(C2NC(c3ccc(OC)cc3)C([N+](=O)[O-])C(C)(C)C2[N+](=O)[O-])cc1` (stereo not given)?
Tat transport: 0; RTF Ca sens act: 5; Rtt109 HAT inh: 4; V-ATPase pH: 1; Wnt bcat act: -1; MITF act: -5; CDK5 p35 inh: -6.8; dFosB activator: -3; CAL PDZ FP-2: -0.4

Results for O=C(NCCN1CCOCC1)c1ccc(CSCc2cccc(Cl)c2)o1 ?
Tat transport: 1; RTF Ca sens act: -2; Rtt109 HAT inh: 2; V-ATPase pH: 5; Wnt bcat act: 0; MITF act: -1; CAL PDZ FP-1: -3; CDK5 p35 inh: -0.1; dFosB activator: -9; CAL PDZ FP-2: -1.9

Results for CN(C)c1ccc(C(=O)N2CCN(c3cc(C(F)(F)F)nc4ccccc34)CC2)cc1 ?
Tat transport: 8; RTF Ca sens act: 11; Rtt109 HAT inh: 9; V-ATPase pH: 1; Wnt bcat act: 55*; MITF act: 12; CDK5 p35 inh: -1.4; dFosB activator: -26; CAL PDZ FP-2: 0.0

Results for O=C(c1ccco1)N1CCN(C(c2ccccc2Cl)c2nnnn2Cc2ccco2)CC1 (stereo not given) ?
Tat transport: 1; RTF Ca sens act: 9; Rtt109 HAT inh: 23; V-ATPase pH: -1; MITF act: -10; CAL PDZ FP-1: -4; CDK5 p35 inh: -0.4; dFosB activator: -9

Results for Cc1ccc(NC(=S)Nc2cccc3cnccc23)c(C)c1 ?
Tat transport: 1; RTF Ca sens act: 9; Rtt109 HAT inh: 2; V-ATPase pH: 1; Wnt bcat act: 11; MITF act: -14; CAL PDZ FP-1: -5; CDK5 p35 inh: -0.1; dFosB activator: -6; CAL PDZ FP-2: -3.3

How did COc1cccc(OC)c1OCCCCN1CCC(Cc2ccccc2)CC1 do in these assays?
Tat transport: 2; RTF Ca sens act: 4; Rtt109 HAT inh: 4; V-ATPase pH: -6; Wnt bcat act: -2; MITF act: 0; CAL PDZ FP-1: 2; CDK5 p35 inh: 0.6; dFosB activator: -2; CAL PDZ FP-2: -0.6

Results for COCC(C)N=C1SCCN1Cc1ccccc1 (stereo not given) ?
Tat transport: -4; RTF Ca sens act: 5; Rtt109 HAT inh: -4; V-ATPase pH: 5; Wnt bcat act: -1; MITF act: -7; CDK5 p35 inh: -0.8; dFosB activator: 6; CAL PDZ FP-2: -2.4

Results for CN(Cc1ccccc1)C(NC(=O)c1ccco1)C(Cl)(Cl)Cl (stereo not given) ?
Tat transport: -4; RTF Ca sens act: -3; Rtt109 HAT inh: -1; V-ATPase pH: -2; Wnt bcat act: -2; MITF act: 3; CAL PDZ FP-1: 0; CDK5 p35 inh: -3.2; dFosB activator: -3; CAL PDZ FP-2: -2.4

Results for O=S(=O)(NCC1(N2CCOCC2)CCCCC1)c1ccc(F)cc1 ?
Tat transport: -3; RTF Ca sens act: -8; Rtt109 HAT inh: -3; V-ATPase pH: -4; Wnt bcat act: -1; MITF act: 8; CAL PDZ FP-1: -1; CDK5 p35 inh: -0.1; dFosB activator: -4; CAL PDZ FP-2: -1.2

How did CSCc1c(C(=O)OCC(=O)NC2CCCCC2)oc2ccccc12 do in these assays?
Tat transport: 3; RTF Ca sens act: 0; Rtt109 HAT inh: -4; V-ATPase pH: 2; Wnt bcat act: -1; MITF act: 1; CAL PDZ FP-1: -6; CDK5 p35 inh: 1.3; dFosB activator: -14; CAL PDZ FP-2: 0.8

Results for CCN1C(=O)c2ccc(C(=O)Nc3ncc(C)s3)cc2C1=O ?
Tat transport: -3; RTF Ca sens act: 1; Rtt109 HAT inh: 8; V-ATPase pH: 1; Wnt bcat act: -2; MITF act: 33; CAL PDZ FP-1: 47*; CDK5 p35 inh: 1.9; dFosB activator: -10; CAL PDZ FP-2: 13

How did O=C(NCc1ccc2c(c1)OCO2)c1cc(Cl)ccc1Cl do in these assays?
Tat transport: -12; RTF Ca sens act: -8; Rtt109 HAT inh: 0; V-ATPase pH: -2; Wnt bcat act: 0; CAL PDZ FP-1: -5; CDK5 p35 inh: -3.2; dFosB activator: -2; CAL PDZ FP-2: -0.6

How did CC1(C)CC(=O)N(CC(=O)O)c2ccccc2S1(=O)=O do in these assays?
Tat transport: 0; RTF Ca sens act: 6; Rtt109 HAT inh: 0; V-ATPase pH: 1; Wnt bcat act: 1; MITF act: 2; CAL PDZ FP-1: 0; CDK5 p35 inh: 2.5; dFosB activator: -9; CAL PDZ FP-2: 0.4

How did O=C(CN1C(=O)NC(c2ccccc2)(c2ccccc2)C1=O)Nc1ccc2[nH]c(=O)[nH]c2c1 do in these assays?
Tat transport: -3; RTF Ca sens act: -4; Rtt109 HAT inh: 43; V-ATPase pH: 2; Wnt bcat act: -11; MITF act: -1; CAL PDZ FP-1: -1; CDK5 p35 inh: 0.9; dFosB activator: -7; CAL PDZ FP-2: -2.0

Bioassay records (PubChem)
